# PPARg SRC-2 ag: agonists of PPARg-SRC-2 recruitment, primary screen, biochemical, HTS | PPARgamma LBD-SRC-2 recruitment | activation, % at 8 µM | hit rate 0.34% among 200,000 | AID 1032, 2008; in the data active = activation above about 22%;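 note: 0% = vehicle and 100% = reference agonist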
# PMI activator: activators of human PMI, primary screen, biochemical, fluorescence intensity, near-Km mannose 6-phosphate | Mannose-6-phosphate isomerase (Homo sapiens), P34949 | purified human PMI, coupled resazurin fluorescence, 20 min; hits give high values; 1 = vehicle control, 0 substrate-free wells | activation factor at 20 µM | hit rate 0.005% among 190,000 | AID 1214, 2008;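 active = activation factor of 2 or more at 20 µM, relative to plate controls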
# Target sequence (P34949 whole entry, looked up): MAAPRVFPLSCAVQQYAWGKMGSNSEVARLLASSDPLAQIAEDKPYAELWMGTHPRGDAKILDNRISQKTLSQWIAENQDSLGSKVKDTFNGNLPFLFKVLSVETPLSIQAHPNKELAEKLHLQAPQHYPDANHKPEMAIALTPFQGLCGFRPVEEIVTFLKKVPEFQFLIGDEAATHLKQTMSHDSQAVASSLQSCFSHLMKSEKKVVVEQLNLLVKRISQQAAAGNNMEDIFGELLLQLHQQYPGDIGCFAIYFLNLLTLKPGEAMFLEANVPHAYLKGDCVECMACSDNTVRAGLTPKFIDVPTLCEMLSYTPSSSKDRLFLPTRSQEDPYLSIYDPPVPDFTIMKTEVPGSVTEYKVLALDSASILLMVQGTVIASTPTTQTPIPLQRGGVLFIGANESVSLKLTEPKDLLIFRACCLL
# PPARg SRC1 recr: PPARgamma agonists recruiting SRC-1 coactivator, primary screen, biochemical | AID 631, 2007 | PPARgamma-SRC-1 coactivator recruitment biochemical assay | hit rate 0.41% among 200,000 | activation, % at 8 µM; in the data active = activation above about 19%;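 note: 0% = DMSO and 100% = reference agonist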
# Diaphorase inh: diaphorase inhibitors and chemical oxidizers, primary screen, counter-screen for diaphorase-coupled primary assays, biochemical, uHTS, resorufin fluorescence. hit rate 0.69% among 190,000. diaphorase resazurin-to-resorufin fluorescence, NADH, 16 min; bacterial (C. kluyveri) enzyme, not human. AID 1217, 2008. inhibition, % at 20 µM;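 active = primary screen inhibition at 20 µM above a set limit, cut at about 50% in these data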;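 note: plate controls were DMSO with full reaction for no effect and wells lacking NADH for full effect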
#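 Test system: Clostridium kluyveri diaphorase enzyme / Quantity: diaphorase at 0.14 U/mL in enzyme working solution / Incubation: 16-min room-temperature incubation before reading / Benchmarks: NADH-free wells as positive control, DMSO-only neutral wells / Signal: resorufin fluorescence 544/590 nm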
# ROMK mod: ROMK potassium channel modulators, primary screen, cell-based, thallium flux, MLSMR library. ATP-sensitive inward rectifier potassium channel 1 (Homo sapiens), P48048. Tet-inducible ROMK, thallium flux fluorescence; actives lie on both sides. B-score at 10 µM. hit rate 2% among 130,000. AID 1918, 2009;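 active = signal ratio slope over the read window, or its plate-corrected B-score, at least 3 SD from the plate mean, either direction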;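 note: B-score of the F/F0 ratio slope over 7 to 12 s after thallium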
# Target sequence (P48048 whole entry, looked up): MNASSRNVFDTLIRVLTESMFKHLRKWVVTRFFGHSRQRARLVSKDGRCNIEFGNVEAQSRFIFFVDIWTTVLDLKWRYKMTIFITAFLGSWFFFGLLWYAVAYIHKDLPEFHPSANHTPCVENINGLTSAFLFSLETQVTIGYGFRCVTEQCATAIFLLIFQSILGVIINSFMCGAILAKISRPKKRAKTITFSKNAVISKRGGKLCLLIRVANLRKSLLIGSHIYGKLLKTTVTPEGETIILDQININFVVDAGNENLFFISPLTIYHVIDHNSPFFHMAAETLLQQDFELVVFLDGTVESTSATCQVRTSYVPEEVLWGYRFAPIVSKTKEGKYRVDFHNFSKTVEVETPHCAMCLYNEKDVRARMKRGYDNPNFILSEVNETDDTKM
# TR-FRET SRC-2 ct: TR-FRET signal artefacts, primary screen, artefact control for PPARgamma SRC-2 agonist project, biochemical; TR-FRET artefact counter-screen; hits give high values; TR-FRET ratio at 8 µM; hit rate 0.4% among 200,000; in the data active = TR-FRET ratio above about 2000; note: inactives centre near 1500
# S1P3 antag: S1P3 receptor antagonists, primary screen, cell-based | Sphingosine 1-phosphate receptor 3 (Homo sapiens), Q99500 | CHO S1P3 NFAT-BLA reporter, FRET fluorescence, antagonist mode | inhibition, % at 4.98 µM | hit rate 0.27% among 170,000;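 active = inhibition above the plate cutoff, the mean inhibition of test wells on that plate plus 3 SD, cut at about 28% in these data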;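 note: cells challenged with S1P at its EC80 of 0.8 µM; blue over green emission ratio from cleaved BLA substrate after 4 h stimulation; 0% = S1P-stimulated wells and 100% = unstimulated DMSO-only wells; some compounds past the cut are filed as inactive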
# Diaphorase act: compounds boosting diaphorase resazurin reduction – biochemical, uHTS, resorufin fluorescence, counter-screen for diaphorase-coupled primary assays, primary screen; Diaphorase/resazurin coupled assay, 16 min; hits give high values; 1 = vehicle wells, 0 = NADH-free wells; AID 1229, 2008; activation factor at 20 µM; hit rate 0.005% among 190,000;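 active = diaphorase activity raised at least twofold by the compound at 20 µM; inactive = activation factor below 2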
#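 Material: Clostridium kluyveri diaphorase, purified enzyme; Quantity: enzyme 0.07 U/mL final; Medium: HEPES pH 7.4 buffer with MgCl2 and Tween 20; Dosing: single compound dose of 20 µM, 1% DMSO final; Schedule: 16 min reaction at room temperature; Measured by: red resorufin fluorescence at 544/590 nm excitation/emission.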
# PMI act hi M6P: human PMI activators, high substrate, primary screen, biochemical, fluorescence intensity, near-saturating mannose 6-phosphate. coupled PMI enzyme assay, resazurin fluorescence, 20 min; hits give high values; 1 = untreated enzyme, 0 = substrate-free blank. Mannose-6-phosphate isomerase (Homo sapiens), P34949. hit rate 0.34% among 190,000. activation factor at 20 µM;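 active = activation factor of 2 or more at 20 µM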
#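 Test system: human PMI in coupled enzyme assay; Input: PMI at 15 ng/mL final; Medium: HEPES buffer, pH 7.4; Schedule: 20 min incubation at room temperature; Technique: resorufin fluorescence at Ex 544/Em 590 nm; Compound: 20 µM single dose; Probe or stimulus: Near-saturating mannose-6-phosphate, 1.0 mM.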
# G6PDH CS: L. mesenteroides G6PDH inhibitors, counter-screen for G6PDH-coupled screening assays, biochemical, Leuconostoc mesenteroides enzyme | Purified L. mesenteroides G6PDH, diaphorase/resazurin coupled fluorescence, 45 min | inhibition, % at 5 µM | hit rate 0.12% among 200,000 | AID 1020, 2008; in the data active = inhibition above about 50%
# PPARg SRC-3 ag: PPARgamma agonists recruiting SRC-3 coactivator, primary screen, biochemical. Peroxisome proliferator-activated receptor gamma (Homo sapiens), P37231. activation, % at 8 µM. biochemical PPARgamma/SRC-3 coactivator recruitment assay. hit rate 0.26% among 200,000; in the data active = activation above about 23%;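 note: 0% = DMSO and 100% = reference agonist; some compounds past the cut are filed as inactive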
# Starred values were filed as active, the others as inactive; nt = not tested or not shown.
canonical_smiles	S1P3 antag	PPARg SRC1 recr	PPARg SRC-2 ag	Diaphorase act	ROMK mod	TR-FRET SRC-2 ct	Diaphorase inh	PPARg SRC-3 ag	PMI activator	G6PDH CS	PMI act hi M6P
COc1cccc(COc2nc3c(c(=O)n(C)c(=O)n3C)n2C)c1	nt	-5	2	0.8	0.077	1364	18	4	0.9	-36	1
COc1ccc(S(=O)(=O)N2CCC(C(=O)NCC(c3cccs3)N(C)C)CC2)cc1 (stereo not given)	3	1	2	1	nt	1496	0	6	1.1	-1	1
Cc1ccc(-n2nnnc2SCC(=O)N2CCc3ccccc3C2)cc1	6	1	12	0.9	0.59	1446	14	11	1.2	6	1.1
NS(=O)(=O)c1ccc(NC(=S)NCc2cccc(Cl)c2)cc1	11	-8	-4	0.8	nt	1603	20	4	0.8	10	0.8
Cc1ccc(-n2c(CSc3nc(C)cc(C)n3)nnc2SCC(=O)N2CCCC2)cc1	-30	0	3	0.8	-0.71	1407	15	-12	1.1	3	1
N#CCCNc1ccc(OCCC#N)cc1	-7	11	6	0.8	nt	1824	15	15	0.9	-4	0.9
CCOC(=O)N1CCN(C(=O)C2CCC(=O)N2C(C)C)CC1 (stereo not given)	-7	2	-5	1	-0.13	1517	-3	-2	1	2	0.9
Cc1cccc(NC(=O)CN2C(=O)CSC2=O)c1	-7	-1	9	nt	0.3	1717	nt	2	nt	6	nt
CC(C)Nc1nc(C#N)nc(NC(C)C)n1	-10	5	-2	1	0.93	1492	-2	13	1	4	1
N#CC12CCCCC1CC1CCCCC1(C#N)N2CCO (stereo not given)	-27	2	-5	0.9	nt	1597	13	-8	1.1	-1	1
O=C(CC1C(=O)N(c2ccccc2)C(=O)N1C1CCCCC1)Nc1ccccc1 (stereo not given)	nt	0	-1	1	nt	1412	0	5	1	8	1.1
Cc1cc(C)cc(NC(=S)N(CCN2CCCCC2)Cc2ccco2)c1	-10	2	11	0.8	-0.97	1660	16	1	0.9	6	0.8
N#Cc1cc2c(nc1SCC(=O)N1CCOCC1)CCCCC2	nt	-1	7	0.8	0.71	1669	22	-7	0.9	3	1
COc1ccccc1NC(=O)Cn1cnc2c(cnn2-c2ccccc2)c1=O	-17	18	4	1	-0.88	1477	-1	-1	1.1	4	1
O=C(CCC1CCCCC1)NCCN1C2=NC[C@H](Cc3ccc(O)cc3)N2C[C@H]1Cc1ccc(O)cc1	2	2	-3	1	nt	1398	1	-1	0.9	15	1
CC[n+]1cccc(-c2nc3ccccc3s2)c1	-3	-2	8	0.9	nt	1738	11	5	0.8	-1	0.9
CC(OC1=CC(=O)CCC1)C(=O)c1ccccc1 (stereo not given)	21	4	2	1	nt	1535	-5	-5	1	4	1.1
COC(=O)C1=C(C)Nc2nnnn2C1c1ccccc1Cl (stereo not given)	nt	-2	0	0.9	nt	1290	11	-3	0.9	11	1
S=c1nc(C2CCCCC2)n(-c2ccccc2)[nH]1	-18	-6	5	0.8	nt	1477	19	0	0.9	3	1
COc1ccc(NC(=O)CSc2ccccc2)cn1	1	-4	-2	0.8	-0.9	1505	19	2	0.8	9	0.7
CC(/C=C/c1ccccc1)=N/NC(=O)c1cnccn1	nt	2	-1	0.9	-0.51	1407	10	-1	0.9	2	0.9
O=C(/C=C/c1ccco1)NCC(=O)N/N=C/c1ccccc1[N+](=O)[O-]	-3	-4	6	1	0.81	1540	0	3	1	-1	0.9
CCOC(=O)C1=C(O)C(=O)N(c2ccc(S(N)(=O)=O)cc2)C1c1ccc(Cl)cc1 (stereo not given)	nt	-1	-5	0.9	nt	1583	8	-8	0.9	1	1
CN(C)c1oc(-c2ccc(OCc3ccccc3)cc2)nc1C#N	-45	-6	2	0.8	0.13	1527	17	-7	0.9	-64	0.9
O=C(NC1CCCCC1)N(CCN1CCOCC1)Cc1cc2cc3c(cc2[nH]c1=O)OCCO3	-3	1	9	0.8	nt	1633	19	6	0.9	9	0.9
Cc1ccc(CN2CCN(/N=C/c3cccn3C)CC2)c(C)c1	-6	0	3	0.9	-0.0083	1664	6	5	1	7	0.9
Cc1ccc(S(=O)(=O)NC2(C(F)(F)F)NC(=O)N(CCc3ccccc3)C2=O)cc1 (stereo not given)	-7	9	3	0.9	-0.47	1507	6	5	1	7	1.1
CC(C)C(NC(=O)c1ccccc1F)C(=O)OCC(=O)c1ccc(F)cc1 (stereo not given)	-6	-4	-3	1	0.53	1585	4	1	1	6	1
CCCn1c(N)c(C(c2ccc(C(=O)OC)cc2)N2CCN(c3ccccc3)CC2)c(=O)[nH]c1=O (stereo not given)	-33	1	2	1	nt	1809	-2	-4	1	4	1
COC(=O)c1ccc(/C=N\n2c(C)nnc2C)cc1	-7	-4	-7	1.1	-0.35	1377	-6	-2	1	18	1

# Following part:
canonical_smiles	S1P3 antag	PPARg SRC1 recr	PPARg SRC-2 ag	Diaphorase act	ROMK mod	TR-FRET SRC-2 ct	Diaphorase inh	PPARg SRC-3 ag	PMI activator	G6PDH CS	PMI act hi M6P
CC1CC2=C(C(=O)O1)C(c1ccccc1)Nc1ccccc1N2 (stereo not given)	-5	-4	-8	0.9	-1.2	1481	10	0	1	7	0.9
Clc1ccc(Oc2nc(N3CCOCC3)nc(N3CCOCC3)n2)c(C2CCCCC2)c1	-13	-2	2	nt	nt	1440	nt	-8	nt	nt	nt
COc1ccccc1/C=N/NC(=O)CO	-4	1	-5	0.9	2.4	1498	8	-4	1	1	0.9
CCn1c2ccc(Cl)cc2c2nc3ccccc3nc21	nt	9	4	0.8	nt	1574	18	1	1	6	1.1
Cc1ccc(CNC(=O)c2cc3c(=O)n(C)c4ccccc4c3n2C)cc1	nt	9	-3	0.9	nt	1612	8	-1	1	-1	1
Cc1cc(NC(=O)Cc2ccccc2)ccc1NC(=O)c1cccs1	-6	0	-1	0.9	0.066	1551	14	5	0.9	10	0.9
CCCn1nnc(NC(=O)c2ccc(-c3cccc(Cl)c3)o2)n1	nt	-1	-11	0.8	nt	1442	19	0	0.9	-8	1
c1ccc(Nc2nc(-c3ccncc3)nc3ccccc23)cc1	7	-4	0	0.9	nt	1427	14	-2	1.1	-19	1.1
COc1ccc(-c2nc3ccccc3nc2-c2ccccc2)cc1	-14	1	-4	0.8	-1.6	1524	22	2	0.9	5	1
O=C(NCC1CCCO1)c1ccc(S(=O)(=O)N2CCC(c3nc4ccc(Cl)cc4[nH]3)CC2)cc1 (stereo not given)	nt	-5	5	0.8	-0.92	1456	18	17	0.9	6	0.9
COc1ccc(NC(=S)NCc2ccc3c(c2)cc(C)n3C)cc1	0	-5	-2	0.8	-0.66	1540	17	3	0.9	19	0.9
Cc1cc(C(=O)CCl)c(C)n1-c1c(C)n(C)n(-c2ccccc2)c1=O	-9	-4	-3	1	0.093	1374	-2	-3	1.2	5	1.1
Cc1ccc(C(=O)OCC2OC3OC(C)(C)OC3C2O)cc1 (stereo not given)	-2	8	4	0.9	0.055	1587	10	-1	0.9	0	0.9
COc1cc(NC(=O)CSc2nc(C)cc(C)n2)cc(OC)c1OC	1	-2	-4	0.9	-0.013	1312	5	-3	1	-6	1
CN(Cc1ccc(-n2cccn2)cc1)Cc1cn(C)nc1-c1ccccc1F	-4	-9	-4	1	0.022	1469	4	3	1	4	1.1
COc1ccc(NC(=O)c2ccsc2NC(C)=O)cc1	-11	8	5	1	0.0044	1698	1	7	1	-4	1
COC(=O)c1sc2nc3c(cc2c1N)COC(C)(C)C3	nt	7	5	0.9	-0.062	1544	11	2	0.9	9	1
CCS(=O)(=O)N1CCC(C(=O)NCCN2CCOCC2)CC1	-26	3	1	0.9	0.22	1562	13	0	0.9	6	0.9
COc1ccccc1NC(=O)C1CC(=O)N(c2ccc(F)cc2)C1 (stereo not given)	-10	3	3	0.9	nt	1514	11	-3	1	-17	1
Cc1ccc(NCc2ccco2)cc1C	7	-10	0	0.7	-0.25	1400	28	1	0.9	11	0.7
O=S(=O)(NCCc1ccncc1)c1ccc(S(=O)(=O)N2CCCCCC2)cc1	2	-2	-2	1	nt	1443	-5	-6	1.1	6	1.1
COc1ccccc1NC(=O)CSc1nnc(CSc2nc(C)cc(C)n2)o1	-15	-5	-1	1	0.46	1435	2	-7	1	5	1
O=C1C2CC=CCC2C(=O)N1c1ccc(NCCc2ccccc2)c([N+](=O)[O-])c1 (stereo not given)	-17	-6	-2	0.9	0.9	1421	11	-3	0.9	15	1
CCCCCOc1ccc(OC(=O)c2ccncc2)cc1	3	2	0	0.9	-0.79	1638	12	3	1	2	1
O=c1c(-c2ccc(Cl)cc2)cnc2n1CCS2	-2	0	5	0.9	0.31	1504	8	5	1	10	1
COC(=O)CCC(=O)NNC(=O)c1cccc(Cl)c1	nt	-4	-10	0.9	nt	1405	6	4	1	10	1
Cc1ccc(NC(=O)CN(C)C(=O)COc2ccc(C(=O)c3ccc(F)cc3)cc2)cc1	3	9	20	0.8	-0.038	1753	20	4	0.9	9	0.9
CCOc1ccc(C(=O)NCCCN2CCCC2=O)cc1	nt	-6	-4	0.9	2.2	1441	10	2	0.9	16	1

# 2 entries picked at random from the list so far:
canonical_smiles	S1P3 antag	PPARg SRC1 recr	PPARg SRC-2 ag	Diaphorase act	ROMK mod	TR-FRET SRC-2 ct	Diaphorase inh	PPARg SRC-3 ag	PMI activator	G6PDH CS	PMI act hi M6P
O=C(NCC1CCCO1)c1ccc(S(=O)(=O)N2CCC(c3nc4ccc(Cl)cc4[nH]3)CC2)cc1 (stereo not given)	nt	-5	5	0.8	-0.92	1456	18	17	0.9	6	0.9
COC(=O)c1sc2nc3c(cc2c1N)COC(C)(C)C3	nt	7	5	0.9	-0.062	1544	11	2	0.9	9	1

# Source: PubChem (several laboratories)
